# FBW7 act: activators of human E3 ligase FBW7. Q969H0. AlphaScreen FBW7–phospho-cyclin E peptide binding, activator screen. normalized activity (activation), % at 26.1 µM. hit rate 0.13% among 650,000; in the data active means normalized activity above about 1.9%;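 further: purified mutant Fbw7 with reduced substrate affinity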
# Target sequence (Q969H0 whole entry, looked up): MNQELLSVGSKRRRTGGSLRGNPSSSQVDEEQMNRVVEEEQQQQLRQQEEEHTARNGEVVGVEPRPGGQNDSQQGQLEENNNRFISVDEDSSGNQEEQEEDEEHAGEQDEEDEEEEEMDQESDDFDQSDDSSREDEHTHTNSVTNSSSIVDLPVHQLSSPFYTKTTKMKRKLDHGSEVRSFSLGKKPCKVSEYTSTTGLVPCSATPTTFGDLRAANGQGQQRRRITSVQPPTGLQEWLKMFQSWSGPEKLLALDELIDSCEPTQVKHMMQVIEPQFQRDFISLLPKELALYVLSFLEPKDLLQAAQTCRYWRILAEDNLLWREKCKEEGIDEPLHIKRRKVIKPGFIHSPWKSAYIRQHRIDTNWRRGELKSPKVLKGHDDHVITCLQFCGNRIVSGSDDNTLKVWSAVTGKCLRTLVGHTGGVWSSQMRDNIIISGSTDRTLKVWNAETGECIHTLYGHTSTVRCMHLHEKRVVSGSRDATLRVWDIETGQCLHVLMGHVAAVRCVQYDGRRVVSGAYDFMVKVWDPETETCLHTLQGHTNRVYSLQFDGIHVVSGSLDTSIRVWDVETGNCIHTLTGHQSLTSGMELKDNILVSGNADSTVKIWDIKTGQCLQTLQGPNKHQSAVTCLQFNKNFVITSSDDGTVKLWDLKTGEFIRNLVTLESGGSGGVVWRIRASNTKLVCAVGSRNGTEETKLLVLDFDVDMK
# TEAD-YAP inh: TEAD-YAP interaction inhibition; hit rate 1.4% among 640,000; HEK-TIYL cells, TEAD-Gal4/YAP UAS-luciferase luminescence; inhibition, % at 9.12 µM; in the data active means inhibition above about 32%;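 further: 0% = median of test compound wells and 100% = reference inhibitor wells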
# MITF inh: inhibitors of human MITF. O75030. AlphaScreen MITF homodimerization, bead proximity signal. inhibition, % at 2.6 µM. hit rate 0.91% among 650,000. AID 1259374; in the data active means inhibition above about 50%;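 further: 0% = vehicle wells with protein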
# GPR151 activ: activators of human GPR151; PathHunter beta-arrestin GPR151 cells, luminescence; activation, % at 11.2 µM; hit rate 1% among 650,000; in the data active means activation above about 4.9%;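 further: 0% = median of compound wells and 100% = cells with positive control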
# * = called active by the depositor; · = no result given.
# Start of the listing, in advance (three entries):
# Assay codes: A = FBW7 act; B = TEAD-YAP inh; C = MITF inh; D = GPR151 activ
COC(=O)c1cc(OC)c(OC)cc1NC(=O)c1ccc(C)c([N+](=O)[O-])c1
  A = 0.4 | B = 9 | C = 2 | D = -1.0

Cc1cc(C)cc(NC(=O)CN2C(=O)C(C)(C)Oc3ccc(C(=O)NC(C)(C)C)cc32)c1
  A = 0.1 | B = 5 | C = 5 | D = 0.3

Cc1c(Cl)cccc1N(CC(=O)Nc1ccc(F)cc1)S(C)(=O)=O
  A = 0.4 | B = 7 | C = 4 | D = -1.2

# Main list, previewed entries included:
# Assay codes: A = FBW7 act; B = TEAD-YAP inh; C = MITF inh; D = GPR151 activ
COC(=O)c1cc(OC)c(OC)cc1NC(=O)c1ccc(C)c([N+](=O)[O-])c1
  A = 0.4 | B = 9 | C = 2 | D = -1.0

Cc1cc(C)cc(NC(=O)CN2C(=O)C(C)(C)Oc3ccc(C(=O)NC(C)(C)C)cc32)c1
  A = 0.1 | B = 5 | C = 5 | D = 0.3

Cc1c(Cl)cccc1N(CC(=O)Nc1ccc(F)cc1)S(C)(=O)=O
  A = 0.4 | B = 7 | C = 4 | D = -1.2

Cc1ccc(-c2noc(-c3ccc(OC(=O)c4ccccc4)cc3)n2)cc1
  A = 0.1 | B = 2 | C = 13 | D = -3.5

O=C(CSc1nnc(-c2ccc(Br)cc2)o1)Nc1cccc(C(=O)O)c1
  A = 0.0 | B = 28 | C = 14 | D = 0.8

Cc1cccc(OCC(=O)Nc2ccc(C(F)(F)F)cc2)c1
  A = 0.2 | B = 5 | C = -7 | D = -0.2

CN(C)c1ccc2c3c(cccc13)C(=O)N(Cc1ccccc1)C2=O
  A = 1.1 | B = 3 | C = -13 | D = 0.9

Cc1ccc(-c2nc(SCC(=O)Nc3cc(C)on3)c3[nH]cnc3n2)cc1
  A = 0.2 | B = 2 | C = 19 | D = 1.3

Cc1ccc2nc(-c3ccc(Br)cc3)cn2c1
  A = 1.1 | B = 75* | C = 17 | D = -1.8

Cc1cccc(NC(=O)c2sc3nc(-c4ccccc4)cc(-c4ccco4)c3c2N)c1C
  A = 0.4 | B = 0 | C = -6 | D = -0.2

CC(C)(C)c1ccc(CSc2nsc(SCc3ccc(C(C)(C)C)cc3)c2C#N)cc1
  A = 0.6 | B = 1 | C = 8 | D = -0.4

O=C(COC(=O)c1ccc(O)cc1)c1ccc2c(c1)OCCO2
  A = 0.1 | B = -47 | C = 3 | D = -0.5

S=C(Nc1ccccc1)N1CCN(Cc2ccccc2)CC1
  A = -0.1 | B = -2 | C = -3 | D = 2.6

CCC1CN(CCNC(=O)COc2ccc(C)cc2)Cc2cc(OC)ccc2O1 (stereo not drawn)
  A = 0.1 | B = 16 | C = 4 | D = 0.0

O=C(N/N=C/c1ccc([N+](=O)[O-])cc1)C(=O)Nc1cccc(Br)c1
  A = 0.1 | B = 5 | C = 11 | D = -0.1

CCOC(=O)c1c(NC(=O)c2cc3ccccc3cc2NS(=O)(=O)c2ccccc2)sc(C)c1C
  A = 0.6 | B = -2 | C = -1 | D = 0.2

CCOc1ccc(CCNc2ncccc2C(=O)NCc2ccccc2)cc1OCC
  A = 0.4 | B = -2 | C = 7 | D = 2.3

Nc1nccc(-c2cc(F)c3nc(C4COc5ccc(C(=O)O)cc5C4)[nH]c3c2)n1 (stereo not drawn)
  A = -0.1 | B = 2 | C = 7 | D = -1.4

COc1ccc(Cl)cc1NC(=O)c1c(NCc2ccncc2)sc2c1CCC(C)C2 (stereo not drawn)
  A = 0.0 | B = 3 | C = 0 | D = 1.5

O=C(Nn1c(-c2ccncc2)nc2ccccc2c1=O)C1CCCCC1
  A = -0.2 | B = 10 | C = -2 | D = 3.4

O=C1c2ccc(-c3nc4ccc(Br)cc4c(=O)o3)cc2C(=O)N1c1ccccc1-c1ccccc1
  A = -0.1 | B = 8 | C = 13 | D = 0.8

Cc1cccc(/C(N)=N/OC(=O)COc2ccccc2)c1
  A = 0.0 | B = -29 | C = -13 | D = 0.9

CC1CCN(C(=O)CSc2cn(Cc3ccc(F)cc3)c3ccccc23)CC1
  A = 0.4 | B = -11 | C = -1 | D = 0.0

CCN(CC)C(=O)C1CCCN(c2cccc(C(=O)NCCCN3CCCC3=O)n2)C1 (stereo not drawn)
  A = 0.2 | B = 8 | C = 2 | D = 2.1

Cc1ccc(N2C(=O)C(C)SC23C(=O)Nc2ccccc23)cc1Cl (stereo not drawn)
  A = -0.6 | B = -4 | C = 1 | D = 1.5

# Quoted from the listing.
# CN(C)c1ccc2c3c(cccc13)C(=O)N(Cc1ccccc1)C2=O in TEAD-YAP inh shows 3
# O=C(N/N=C/c1ccc([N+](=O)[O-])cc1)C(=O)Nc1cccc(Br)c1 in FBW7 act shows 0.1
# O=C(CSc1nnc(-c2ccc(Br)cc2)o1)Nc1cccc(C(=O)O)c1 in MITF inh shows 14
# Cc1ccc2nc(-c3ccc(Br)cc3)cn2c1 in GPR151 activ shows -1.8
# Cc1ccc(-c2noc(-c3ccc(OC(=O)c4ccccc4)cc3)n2)cc1 in MITF inh shows 13
# CC(C)(C)c1ccc(CSc2nsc(SCc3ccc(C(C)(C)C)cc3)c2C#N)cc1 in TEAD-YAP inh shows 1

# Continuation.
# Assay codes: A = FBW7 act; B = TEAD-YAP inh; C = MITF inh; D = GPR151 activ
CCNc1nc(SC(C)C(=O)OC)nc(N(C)C)n1 (stereo not drawn)
  A = -0.2 | B = 8 | C = 13 | D = 0.4

Cc1ccc(C(=O)N2CCN(C(=O)c3ccc([N+](=O)[O-])cc3)C2c2ccc(N(C)C)cc2)cc1 (stereo not drawn)
  A = 0.2 | B = -14 | C = 27 | D = -0.2

COc1ccc(NC2CC(C)Nc3cc(OC)c(OC)cc32)cc1OC (stereo not drawn)
  A = -0.3 | B = 0 | C = -1 | D = -0.3

CCCn1nnc(NC(=O)c2ccccc2Cl)n1
  A = -0.1 | B = -37 | C = -11 | D = 0.1

CSc1nsc(SC)c1C(=O)NCCNC(=O)c1ccc(C)cc1
  A = 0.1 | B = 9 | C = 2 | D = 0.2

COc1ccccc1N(CC(=O)Nc1ccccc1C(=O)NCC(C)C)S(C)(=O)=O
  A = 0.1 | B = 7 | C = 3 | D = 13*

Cn1c(=O)c2c(nc(N3CCOCC3)n2CCCNC2=NCCCC2)n(C)c1=O
  A = -0.1 | B = -3 | C = -3 | D = 1.6

Fc1ccc(Cn2nnnc2C(c2cccs2)N2CCN3CCCC3C2)cc1 (stereo not drawn)
  A = -0.1 | B = -7 | C = 3 | D = -1.5

CCSc1nnc(NC(=O)CSCc2ccccc2)s1
  A = 0.3 | B = 4 | C = 26 | D = -1.5

O=C([C@@H]1C[C@H](Sc2ccccn2)CN1C/C(Cl)=C/c1ccccc1)N1CCOCC1
  A = 0.6 | B = -4 | C = -9 | D = -0.4

CC(=O)Nc1cccc(C(=O)N/N=C/c2cc(Cl)cc(Br)c2O)c1
  A = -0.9 | B = 3 | C = 13 | D = -1.0

CCOC(=O)C1=C(C)N(CC)C(=O)NC1c1cccc(Br)c1 (stereo not drawn)
  A = -0.3 | B = 4 | C = 0 | D = 1.5

C/C(=N\Nc1ccc(S(=O)(=O)N2CCOCC2)cc1[N+](=O)[O-])c1cccs1
  A = -0.1 | B = -4 | C = -9 | D = -0.8

COc1ccc(CCc2nnc(CCC(=O)NCCc3ccccc3F)o2)cc1
  A = -0.2 | B = -4 | C = 1 | D = 6.5*

CN1C(=O)/C(=C/c2cc(Br)ccc2OCC(=O)O)NC1=S
  A = 0.0 | B = 19 | C = -17 | D = 1.0

COc1ccc(C(=O)NNC(=O)c2ccc([N+](=O)[O-])cc2Cl)cc1
  A = 0.0 | B = 4 | C = 6 | D = 0.3

COc1ccccc1NC(=O)C1=C(C)Nc2nc(SC)nn2C1c1ccc(C)cc1 (stereo not drawn)
  A = 0.1 | B = 7 | C = 7 | D = 2.2

C=CCn1c(=S)[nH]c2cc(C(=O)NCc3ccco3)ccc2c1=O
  A = 0.2 | B = 15 | C = 8 | D = -0.5

Nc1ccc(Cc2ccc(N)c(N)c2)cc1N
  A = 0.0 | B = -84 | C = 2 | D = -0.4

COc1ccc(NC(=O)c2c(NC(=O)COc3ccc(Cl)cc3)sc3c2CCCCC3)cc1
  A = -0.1 | B = 1 | C = 2 | D = -1.2

COn1c(C)c(C)c2c3no[n+]([O-])c3ccc21
  A = 0.0 | B = 6 | C = -2 | D = 0.5

O=C(Cc1noc2ccccc12)NCc1cccnc1
  A = 0.9 | B = -9 | C = 10 | D = -0.3

Cc1cc2nc(N3CCC(NCc4csc(C(C)C)n4)CC3)nc(C)c2cc1C
  A = 0.6 | B = -6 | C = -15 | D = 4.0

CCOc1ccc(S(=O)(=O)NCCC(=O)OCCCC(=O)c2ccc(F)cc2)cc1
  A = 0.0 | B = -6 | C = 23 | D = -1.9

Cc1ccccc1C(=O)Nc1ccc(F)cc1
  A = 0.0 | B = -40 | C = 16 | D = -4.8

# The results go on.
# Value order: FBW7 act	TEAD-YAP inh	MITF inh	GPR151 activ
COc1ccccc1N1CCC(N2CCN(Cc3ccccc3C)C(CCO)C2)CC1 (stereo not drawn)
→ 0.0	7	-7	-1.0
Cn1c(CC(=O)Nc2ccccc2)nnc1SCC(=O)Nc1cccc(F)c1
→ 0.1	-13	19	-1.2
COc1cc(-c2cc(C(=O)OCC(N)=O)c3ccccc3n2)cc(OC)c1OC
→ 0.0	14	-4	-0.6
OCC1CCCN1c1nc(NCc2nc3ccccc3[nH]2)c2ncn(Cc3ccc(C(F)(F)F)cc3)c2n1 (stereo not drawn)
→ 0.1	23	8	-1.2
O=C(CN1CCN(Cc2ccc(F)cc2)C1=O)NC1CCCCCCC1
→ -0.1	2	2	-0.3
NC(=O)COC(=O)c1ccc(NS(=O)(=O)c2ccc3c(c2)OCCO3)cc1
→ 0.1	-2	-10	0.5
O=C(NCCS(=O)(=O)N1CCN(c2ncccn2)CC1)c1ccccc1
→ 0.1	-4	-13	-0.6
COCCN(C)C(=O)CC1(c2ccccc2C)CC(=O)N(Cc2ccncc2)C1=O (stereo not drawn)
→ -0.1	-2	-6	-1.5
O=C(NCCOc1ccccc1)c1cccc(-c2ccccc2)n1
→ 0.5	-1	15	-1.2
COc1cc(-c2nc(-c3ccccc3)c(-c3ccccc3)[nH]2)cc(I)c1OCc1ccc(Cl)cc1
→ -0.2	-11	-2	-1.4
CCc1nn(CC(=O)N2CCCCCC2)c(=O)c2cc3oc(C)cc3n12
→ 0.0	-4	16	-0.4
C=CCSc1n[nH]c(-c2ccc(OCCC)cc2)n1
→ -0.1	-82	-99	0.9
CC(=O)Nc1ccc(NC(=S)NC(=O)c2cccc([N+](=O)[O-])c2C)cc1
→ -0.3	0	-9	-1.3
Cc1ccc(S(=O)(=O)NC(=O)Nc2cc(C)no2)cc1
→ 0.0	10	-3	0.1
CCN(CC)CCn1c(=S)[nH]c2cc(C(=O)N3CCC(C(N)=O)CC3)ccc2c1=O
→ 0.4	-2	20	-0.2
Clc1ccccc1/C=N/Nc1cc(N2CCOCC2)nc(N2CCOCC2)n1
→ -0.1	-10	-11	-1.2
CN(CCO)C(=O)NC1CC(=O)N(c2ccc3c(c2)OCCO3)C1 (stereo not drawn)
→ 0.1	-5	2	-1.3
CCOc1ccc(NCC(=O)N/N=C/c2cc(OC)ccc2O)cc1
→ 0.0	13	2	2.4
O=C(NCc1ccco1)c1cc2cc(Cl)ccc2oc1=O
→ -0.1	19	6	0.8
COc1ccccc1CCNCc1c(C(=O)O)c(C)n(Cc2cccc(Cl)c2)c1C
→ -0.1	3	12	-0.9

# Brought forward from above: two compounds, then new ones.
# Value order: FBW7 act	TEAD-YAP inh	MITF inh	GPR151 activ
O=C(NCc1ccco1)c1cc2cc(Cl)ccc2oc1=O
→ -0.1	19	6	0.8
COc1ccccc1CCNCc1c(C(=O)O)c(C)n(Cc2cccc(Cl)c2)c1C
→ -0.1	3	12	-0.9
O=C(N/N=C/c1ccc(Cl)cc1)c1ccc(O)cc1
→ 0.0	-27	22	0.2
CCOc1ccccc1OCC(=O)NC1CCCCC1
→ 0.7	11	7	-2.5
COc1ccc(-n2cc(-c3ccccc3)c3c(N4CCN(CCO)CC4)ncnc32)cc1
→ -0.1	15	0	0.1
O=C(O)CCC[C@H](O)\C=C/C=C/C=C/[C@H](O)C/C=C\CCCCCO
→ ·	·	-11	0.9
CSc1cccc(NC(=O)Cn2c(=O)oc3cc(S(=O)(=O)N4CCCC4)ccc32)c1
→ 0.3	1	3	-0.7
O=C1NC(=Nc2ccccc2Cl)S/C1=C\c1cc(Cl)cc(Br)c1O
→ 0.0	-2	3	1.0
Cc1cccc(NC2=NC(=S)N(c3cccc(C)c3)C23CCCC3)c1
→ 0.0	13	25	-0.9
COc1cc(=O)n2c(c1C(=O)NCCC(C)C)CCN(Cc1cccc(Cl)c1)CC2
→ -0.2	2	7	0.0
COc1ccc(CNc2ccc3ncc(-c4cccc(F)c4)n3n2)cc1
→ 0.2	5	22	0.5
CCN(CC)C(=O)CC1(c2cccc(OC)c2)CC(=O)N(CCOC)C1=O (stereo not drawn)
→ 0.5	-51	-4	0.5

# Source: PubChem
